# High-throughput results from PubChem BioAssay.
# BoNT F protease – BoNT/F light chain protease inhibitors, primary screen, biochemical, flow cytometry, MLPCN library | hit rate 0.22% among 360,000 | Multiplex microsphere protease cleavage assay | inhibition, % at 10 µM | AID 588497, 2011 | Botulinum neurotoxin type F light chain protease (Clostridium botulinum); in the data active = inhibition above about 35%, passing the limit was not always enough; inconclusive = no clear call, values can overlap the other calls; also: plate controls were buffer without enzyme for full effect and enzyme alone for no effect
# GDH-TPI counter – GDH-TPI coupling enzyme inhibitors, primary screen, artefact control for M. tuberculosis FBA inhibitor project, biochemical, absorbance, full deck; GDH-TPI coupled enzyme counterscreen, NADH absorbance; inhibition, % at 4.8 µM; hit rate 1.2% among 360,000; AID 588335, 2011; in the data active = inhibition above about 30%;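 also: 0% = DMSO wells and 100% = wells lacking the enzyme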
# Mtb BioA inh – M. tuberculosis BioA enzyme inhibitors, primary screen, biochemical, plate reader, single point, HTS | 7,8-diaminopelargonic acid synthase BioA (Mycobacterium tuberculosis) | purified M. tuberculosis BioA enzyme | inhibition, % at 9.99 µM | hit rate 0.096% among 360,000 | AID 602481, 2012; in the data active = inhibition above about 40%; inconclusive = no clear call, values can overlap the other calls
# Mtb FBA inh – Mtb FBA enzyme inhibitors, primary screen, biochemical, fluorescence, strain H37Rv; inhibition, % at 1 µM; hit rate 2.3% among 360,000; purified M. tuberculosis FBA, fluorescence read-out; Fructose-bisphosphate aldolase (Mycobacterium tuberculosis (strain ATCC 25618 / H37Rv)), …; in the data active = inhibition above about 27%;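 also: 0% = vehicle and 100% = reference inhibitor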
# FadD28 binding – inhibitors of FadD28 bisubstrate probe binding, primary screen, biochemical, fluorescence polarization, single point. inhibition, % at 12.5 µM. hit rate 0.22% among 360,000; in the data active = inhibition above about 8.5%, passing the limit was not always enough; inconclusive = no clear call, values can overlap the other calls
# BoNT-A LC inh2 – BoNT/A light chain protease inhibitors, primary screen, biochemical, flow cytometry, MLPCN library. Botulinum neurotoxin type A light chain protease (Clostridium botulinum A str. ATCC 3502). multiplex microsphere protease substrate cleavage. inhibition, % at 10 µM. hit rate 0.17% among 360,000. AID 588499, 2011; also: plate controls were buffer without enzyme for full effect and enzyme alone for no effect
# PfHsp40 yeast – rescue of yeast from PfHsp40 toxicity, primary screen, S. cerevisiae, ATP luminescence | S. cerevisiae expressing PfHsp40, growth rescue | growth rescue, % at 12.5 µM | hit rate 0.68% among 340,000 | AID 504582, 2011; in the data active = growth rescue above about 28%, passing the limit was not always enough; inconclusive = no clear call, values can overlap the other calls;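 also: yeast W303a lacking pdr1 and pdr3 grown in galactose medium; growth measured after three days at 30 °C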
# Anthrax LF inh2 – Bacillus anthracis LF protease inhibitors, primary screen, biochemical, multiplex microsphere, MLPCN library | Lethal factor (Bacillus anthracis), P15917 | multiplex microsphere protease cleavage assay | inhibition, % at 10 µM | hit rate 0.12% among 360,000 | AID 588501, 2011; also: plate controls were buffer without enzyme for full effect and enzyme alone for no effect
# Target sequence (P15917 whole entry, looked up): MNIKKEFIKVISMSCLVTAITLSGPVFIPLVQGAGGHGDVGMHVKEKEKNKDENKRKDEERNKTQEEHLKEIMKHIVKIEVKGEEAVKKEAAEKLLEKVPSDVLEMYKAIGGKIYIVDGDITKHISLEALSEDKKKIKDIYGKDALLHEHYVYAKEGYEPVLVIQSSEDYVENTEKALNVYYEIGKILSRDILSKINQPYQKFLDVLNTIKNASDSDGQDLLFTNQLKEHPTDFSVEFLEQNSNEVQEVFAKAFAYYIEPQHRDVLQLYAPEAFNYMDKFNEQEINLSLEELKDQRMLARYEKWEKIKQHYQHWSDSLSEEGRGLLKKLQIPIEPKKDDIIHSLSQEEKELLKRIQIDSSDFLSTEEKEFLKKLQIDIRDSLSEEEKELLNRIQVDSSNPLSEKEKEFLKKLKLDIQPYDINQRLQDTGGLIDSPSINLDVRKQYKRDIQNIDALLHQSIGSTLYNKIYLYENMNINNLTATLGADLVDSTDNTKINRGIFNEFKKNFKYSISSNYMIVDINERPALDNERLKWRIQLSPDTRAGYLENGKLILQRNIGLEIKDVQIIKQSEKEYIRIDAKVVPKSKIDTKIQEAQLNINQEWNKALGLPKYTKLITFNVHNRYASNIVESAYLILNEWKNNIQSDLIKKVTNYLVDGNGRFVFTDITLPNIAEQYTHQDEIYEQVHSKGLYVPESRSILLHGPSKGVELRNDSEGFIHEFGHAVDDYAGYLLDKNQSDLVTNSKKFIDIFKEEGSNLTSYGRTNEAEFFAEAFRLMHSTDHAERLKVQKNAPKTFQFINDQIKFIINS
# UGM FP inh – M. tuberculosis UGM enzyme inhibitors, primary screen, biochemical, fluorescence polarization, single point | inhibition, % at 10 µM | hit rate 0.06% among 320,000 | purified UGM, fluorescence polarization probe displacement; in the data active = inhibition above about 10%, passing the limit was not always enough; inconclusive = no clear call, values can overlap the other calls
# Active calls of the source: *; ? = inconclusive; . = no result given. Rule as the data show it, unless noted: active = inhibition above about 30%; inconclusive = no clear call, values can overlap the other calls; inactive = below that.
# Assay codes – A = BoNT F protease; B = GDH-TPI counter; C = Mtb BioA inh; D = Mtb FBA inh; E = FadD28 binding; F = BoNT-A LC inh2; G = PfHsp40 yeast; H = Anthrax LF inh2; I = UGM FP inh
> Cc1ccc(S(=O)(=O)N2CCOCC2)cc1C(=O)NC1CCSc2ccccc21 (configuration not stated)
  A: 5	B: -9	C: 0.6	D: -2	E: -0.7	F: 0.2	G: 0.6	H: 0	I: -2.0

> CC(CC(=O)O)CC(=O)NNC(=O)c1cccc(Br)c1 (configuration not stated)
  A: -1	B: -10	C: -0.9	D: -4	E: -2.1	F: -0.5	G: -0.4	H: -4	I: 4.7

> Cc1ccc(OCCSc2nnc(C)c(=O)n2N)cc1
  A: 1	B: 1	C: .	D: -2	E: -0.8	F: -0.6	G: -1.0	H: -2	I: -4.0

> OCC1OC(n2cnc3ncccc32)C(O)C1O (configuration not stated)
  A: 2	B: .	C: .	D: -1	E: -2.4	F: 0.3	G: .	H: -6	I: .

> COc1ccc(NC(=O)COc2ccc(/C=N/O)cc2OC)cc1
  A: -2	B: 1	C: .	D: -2	E: 0.9	F: -1.2	G: -0.6	H: 6	I: 1.7

> COc1ccc(C(=O)NCCCNC(=O)c2ccco2)cc1OC
  A: 10	B: 1	C: -1.3	D: 1	E: -2.5	F: 5.0	G: -0.6	H: 1	I: 0.1

> Cc1cc(OCC(=O)Nc2cnn(CCCC(=O)O)c2)ccc1[N+](=O)[O-]
  A: -6	B: -1	C: .	D: 3	E: 0.6	F: -2.5	G: -0.3	H: -5	I: -0.7

> COc1ccc(CC(=O)N/N=C(\C)c2cccc(NC(=O)C3CC3)c2)cc1
  A: -5	B: 6	C: 1.1	D: 0	E: -2.4	F: -2.7	G: 0.0	H: 3	I: .

> CCn1c(Cc2cccs2)nnc1SCC(=O)Nc1ccc(OC)c(OC)c1
  A: 17	B: -6	C: -0.9	D: 1	E: -2.1	F: 1.5	G: -0.4	H: -7	I: -3.8

> COc1cc(C(C)=O)ccc1OCC(O)CN1CCN(c2cc(C)cc(C)c2)CC1 (configuration not stated)
  A: ?	B: 4	C: 3.0	D: 1	E: 0.0	F: 0.9	G: 0.7	H: -4	I: 1.8

> CCN(CCC#N)c1ccc(N2C(=O)CCCC2=O)cc1[N+](=O)[O-]
  A: 1	B: 3	C: -1.2	D: 0	E: 0.3	F: 3.1	G: 1.7	H: -8	I: 5.1

> Cc1nn(Cc2cccc3ccccc23)c(C)c1NC(=O)c1cccnc1
  A: -1	B: 10	C: .	D: 5	E: -1.6	F: -0.7	G: -2.4	H: -2	I: -0.4

> CN(C)CCN(Cc1cc2cc3c(cc2[nH]c1=O)OCO3)C(=S)NCc1ccco1
  A: -11	B: 25	C: .	D: 32*	E: -0.7	F: -0.1	G: -0.6	H: 0	I: 1.1

> COCCNc1cnn(-c2ccccc2)c(=O)c1Cl
  A: ?	B: 3	C: -1.5	D: 2	E: 3.2	F: -3.3	G: -1.3	H: -8	I: 1.6

> Cc1ccccc1C(=O)Nc1cc(C(F)(F)F)ccc1-n1cncn1
  A: -16	B: -4	C: -2.3	D: 0	E: -3.0	F: -0.8	G: 0.6	H: -1	I: -0.6

> O=C(NCCCn1ccnc1)c1ccc(S(=O)(=O)N2CCOCC2)cc1
  A: -10	B: 11	C: .	D: -1	E: -0.4	F: 0.0	G: 0.3	H: -1	I: 0.9

> CCCc1cc(N2CCCC(C(=O)Nc3ccc(OC)cc3OC)C2)n2ncnc2n1 (configuration not stated)
  A: -6	B: 10	C: 0.2	D: -1	E: -0.2	F: -0.4	G: -0.6	H: -3	I: -1.0

> CCC(C)C(NC(=O)C1CCC(C)CC1)C(=O)NC(CCSC)C(=O)OC (configuration not stated)
  A: -14	B: 4	C: .	D: 0	E: 0.1	F: -0.5	G: 1.0	H: -2	I: -0.8

> O=c1c2ccccc2nc(-c2ccccc2Cl)n1-c1ccc(O)cc1
  A: -2	B: -2	C: 0.7	D: 1	E: -1.9	F: 0.4	G: 0.2	H: 4	I: -0.8

> CC(C)C(O)P(=O)(OCc1ccccc1)c1ccc(N(C)C)cc1 (configuration not stated)
  A: -3	B: -13	C: 1.6	D: 0	E: -1.2	F: -2.3	G: -0.7	H: -4	I: 1.3

> COc1ncnc2c1ncn2CCCN1CCN(Cc2cccc3ccccc23)CC1
  A: -3	B: -2	C: -1.9	D: 0	E: 0.7	F: -0.4	G: .	H: -1	I: .

> COc1ccc(CNCc2cc(OC)ccc2OC)cc1
  A: -28	B: 4	C: 1.0	D: 2	E: 0.8	F: -1.3	G: -0.8	H: 0	I: -2.9

> COc1ccc(/C=C/C(=O)OCC(=O)Nc2cc(C(N)=O)cc(C(N)=O)c2)cc1
  A: 0	B: 5	C: .	D: 3	E: -5.8	F: -0.1	G: -0.8	H: 0	I: 1.0

> COc1cccc(CNC(=O)C2CCCN(c3cnccn3)C2)c1 (configuration not stated)
  A: 0	B: 14	C: -7.2	D: 7	E: -0.8	F: -0.5	G: -1.2	H: 0	I: 0.6

> Oc1ccc(Cl)cc1C1=NCCNC(C(F)(F)C(F)F)=C1
  A: 1	B: 13	C: -0.3	D: -5	E: -0.1	F: 0.1	G: 0.4	H: -2	I: 0.9

> CN1CCN(c2nc3c(c(=O)n(C)c(=O)n3C)n2Cc2ccc(F)cc2)CC1
  A: 13	B: 8	C: -0.6	D: -1	E: -0.8	F: -0.3	G: -0.3	H: 18	I: 1.6

> CN1CCN(C(=O)c2cc(Cl)ccc2NC(=O)c2ccc(Cl)cc2Cl)CC1
  A: 2	B: -14	C: -2.6	D: 0	E: -2.9	F: -1.5	G: -2.6	H: 1	I: -1.9

> CCOc1cccc(C(=O)Nc2ccc(NC(=O)c3ccccc3)c(C)c2)c1
  A: ?	B: -3	C: -1.0	D: 0	E: -2.2	F: 0.1	G: -1.2	H: -1	I: -1.3

> Cc1ccc(C)c(-c2cc(C(=O)NNC(=S)NCC(C)C)c3ccccc3n2)c1
  A: -7	B: 11	C: .	D: 5	E: -3.2	F: -0.1	G: 82*	H: 0	I: 0.8

> O=C(CC1NCCc2ccccc21)Nc1ccccc1Cl (configuration not stated)
  A: 15	B: -5	C: .	D: 0	E: -4.8	F: 1.8	G: -0.9	H: 9	I: -1.1

# The listing continues:
canonical_smiles	BoNT F protease	GDH-TPI counter	Mtb BioA inh	Mtb FBA inh	FadD28 binding	BoNT-A LC inh2	PfHsp40 yeast	Anthrax LF inh2	UGM FP inh
CC(C)OCP(=O)(c1ccccc1)c1ccccc1	4	18	.	-1	-0.3	0.0	0.7	-5	-0.6
COc1ccc(/C=C/C(=O)c2ccc3c(c2)OCCO3)cc1[N+](=O)[O-]	-6	23	-0.9	0	-2.8	0.9	-1.6	-3	-1.5
COC(=O)c1cc(NC2c3ccccc3C(=O)N2Cc2ccco2)cc(C(=O)OC)c1 (configuration not stated)	-4	-5	-1.2	2	0.4	-0.2	-0.8	-7	-0.5
CCOC(=O)C1CCN(C(=O)CC2(CC(=O)O)CCCC2)CC1	0	-3	0.3	-1	-3.8	-0.6	-0.7	2	-0.7
O=C(Nc1ccc(N2CCOCC2)cc1)C1CCCN(S(=O)(=O)c2cccc(C(F)(F)F)c2)C1 (configuration not stated)	-34	6	-1.5	3	-1.4	-1.8	0.5	-1	-1.4
COc1ccc(-c2csc(C(O)c3cccc(OC)c3)n2)cc1 (configuration not stated)	-3	4	-1.0	0	-0.8	0.2	.	-9	.
Nc1cc(C(=O)N2CCN(c3ccc([N+](=O)[O-])cc3)CC2)ccc1N1CC2CC(C1)c1cccc(=O)n1C2 (configuration not stated)	0	16	1.3	-1	-2.3	1.3	-1.2	0	-0.1
COc1ccc(Br)cc1CNCCSc1nnnn1C	-8	-8	3.2	5	-0.1	0.4	0.0	-1	1.6
Cc1ccc(NC(=O)C2CC(=O)N/C(=N/NC(=O)c3ccc(C)cc3)S2)cc1 (configuration not stated)	-2	7	-2.3	-2	-1.5	0.0	-0.7	-1	0.4
CCC(=O)Nc1nc(-c2ccc3c(c2)CC(C)N3S(C)(=O)=O)cs1 (configuration not stated)	1	1	1.6	-3	-2.0	-0.2	-1.1	1	-0.5
CN1C(=O)CC(C(=O)O)SC1=Nc1cccc(C(F)(F)F)c1 (configuration not stated)	-4	-2	.	1	0.2	0.5	0.4	2	-0.7
Cc1nc(N2CCCCCC2)c2ccccc2n1	22	9	1.4	3	-0.4	-6.9	-0.3	2	-1.2

# Pulled one by one from the entries so far (7):
canonical_smiles	BoNT F protease	GDH-TPI counter	Mtb BioA inh	Mtb FBA inh	FadD28 binding	BoNT-A LC inh2	PfHsp40 yeast	Anthrax LF inh2	UGM FP inh
Cc1cc(OCC(=O)Nc2cnn(CCCC(=O)O)c2)ccc1[N+](=O)[O-]	-6	-1	.	3	0.6	-2.5	-0.3	-5	-0.7
O=C(CC1NCCc2ccccc21)Nc1ccccc1Cl (configuration not stated)	15	-5	.	0	-4.8	1.8	-0.9	9	-1.1
CCC(=O)Nc1nc(-c2ccc3c(c2)CC(C)N3S(C)(=O)=O)cs1 (configuration not stated)	1	1	1.6	-3	-2.0	-0.2	-1.1	1	-0.5
COc1ccc(-c2csc(C(O)c3cccc(OC)c3)n2)cc1 (configuration not stated)	-3	4	-1.0	0	-0.8	0.2	.	-9	.
COc1ccc(NC(=O)COc2ccc(/C=N/O)cc2OC)cc1	-2	1	.	-2	0.9	-1.2	-0.6	6	1.7
Cc1ccc(S(=O)(=O)N2CCOCC2)cc1C(=O)NC1CCSc2ccccc21 (configuration not stated)	5	-9	0.6	-2	-0.7	0.2	0.6	0	-2.0
O=C(NCCCn1ccnc1)c1ccc(S(=O)(=O)N2CCOCC2)cc1	-10	11	.	-1	-0.4	0.0	0.3	-1	0.9

# More compounds follow:
canonical_smiles	BoNT F protease	GDH-TPI counter	Mtb BioA inh	Mtb FBA inh	FadD28 binding	BoNT-A LC inh2	PfHsp40 yeast	Anthrax LF inh2	UGM FP inh
O=S1(=O)CC(O)C(N2CCCCC2)C1 (configuration not stated)	-4	1	1.5	0	-4.4	0.6	-0.7	4	-0.3
COc1ccccc1C(=O)NC(=O)COC(=O)c1cnccn1	-4	4	-0.6	-1	2.2	-0.5	.	-2	.
CC(C)C(=O)NNC(=O)CN1CCN(c2nc(-c3ccccc3)cs2)CC1	-3	-6	-0.4	4	1.4	-0.7	-0.2	-7	-3.2
O=C(O)c1cccc(S(=O)(=O)N(Cc2ccccc2)c2cccc(C(F)(F)F)c2)c1	?	1	3.0	2	-5.0	-0.1	1.3	-3	0.7
CC(C)(C)/C(O)=C/c1nc2ccccc2oc1=O	-2	5	.	8	1.0	-0.6	-0.3	-2	-1.2
CC(=O)Nc1cccc(Oc2nc(NCC3CC3)nc3ccsc23)c1	2	15	1.3	7	-25	-0.1	.	4	.
O=Cc1ccc([B-](F)(F)F)s1	-3	-2	0.4	2	-0.4	0.1	-0.8	-1	.
O=C(CCc1nc2ccccc2c(=O)[nH]1)Nc1ccc(F)cc1	-5	6	.	1	-0.5	-0.9	-1.4	0	0.4
COc1ccc(/C=N/NC(=O)CNC(=O)c2ccncc2)cc1	-10	1	.	-1	.	-1.4	0.5	11	-1.2
CC(C)Cc1nnc(NC(=O)CCC(=O)N2CC(C)CC(C)C2)s1 (configuration not stated)	-4	5	-0.1	-8	-2.7	0.5	-0.1	3	1.1
